EPAC1 ag – EPAC1 (human) agonism. EPAC1 agonist qHTS, biochemical assay; response scale: 100% = response to 6.5 mM cAMP. O95398. Potency, µM (series often up to 154 µM), inactives show at the highest dose activation, actives largely listed as activators. actives 0.073% (n = 360,000); note: potency is the fitted concentration of half-maximal effect; nearly all actives have a fitted effect of over 60% in size
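Compounds were pinned as a concentration titration into mixtures of EPAC1 (100 nM), BODIPY-GDP-loaded Rap1B (250 nM) and GDP (50 uM). After 5 min at room temperature, fluorescence was followed for 30 min; activity was scaled to 6.5 mM cAMP.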
EPAC2 antagonist – antagonists of human EPAC2 | Q8WZA2 | EPAC2 GEF exchange of Rap1B-BODIPY-GDP, fluorescence | Potency, µM (top dose mostly 114 µM), inactives show at the top dose activity, negative = inhibition, usual class: inhibitors | actives 0.18% (n = 360,000) | AID 720708; note: potency is the fitted concentration of half-maximal effect; % is set by controls: 0 for no effect and ±100 for the full control effect; nearly all actives have a fitted effect of over 45% in size; many of its hits are not listed in these tables
WRN inhibitor – WRN helicase (human) inhibition. Q14191. WRN helicase unwinding, fluorescent forked duplex, kinetic. Potency, µM (titrated, usually from 114 µM), for inactives: at the highest dose activity change, negative = inhibition, hits mostly inhibitors. actives 0.46% (n = 360,000); note: potency is the fitted concentration of half-maximal effect; % is set by controls: 0 for no effect and ±100 for the full control effect; nearly all actives have a fitted effect of over 55% in size
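Enzyme (20 nM final) and test compound sit together 15 min at room temperature before substrate addition. Substrate is a single-forked duplex oligonucleotide (100 nM) labelled with fluorophore and quencher, with 2 mM ATP; helicase unwinding raises red fluorescence, read kinetically.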
PLK1 PBD block – inhibitors of human PLK1 polo-box domain binding | Potency, µM, for the others: max response, negative = inhibition, hits mostly inhibitors | P53350 | Plk1 PBD binding of FITC phosphopeptide, fluorescence polarization | actives 2.8% (n = 360,000); note: potency is the fitted concentration of half-maximal effect; series mostly up to about 57 µM; % is set by controls: 0 for no effect and ±100 for the full control effect; nearly all actives have a fitted effect of over 65% in size
Target sequence (P53350 whole entry, looked up, the tested form may be a part): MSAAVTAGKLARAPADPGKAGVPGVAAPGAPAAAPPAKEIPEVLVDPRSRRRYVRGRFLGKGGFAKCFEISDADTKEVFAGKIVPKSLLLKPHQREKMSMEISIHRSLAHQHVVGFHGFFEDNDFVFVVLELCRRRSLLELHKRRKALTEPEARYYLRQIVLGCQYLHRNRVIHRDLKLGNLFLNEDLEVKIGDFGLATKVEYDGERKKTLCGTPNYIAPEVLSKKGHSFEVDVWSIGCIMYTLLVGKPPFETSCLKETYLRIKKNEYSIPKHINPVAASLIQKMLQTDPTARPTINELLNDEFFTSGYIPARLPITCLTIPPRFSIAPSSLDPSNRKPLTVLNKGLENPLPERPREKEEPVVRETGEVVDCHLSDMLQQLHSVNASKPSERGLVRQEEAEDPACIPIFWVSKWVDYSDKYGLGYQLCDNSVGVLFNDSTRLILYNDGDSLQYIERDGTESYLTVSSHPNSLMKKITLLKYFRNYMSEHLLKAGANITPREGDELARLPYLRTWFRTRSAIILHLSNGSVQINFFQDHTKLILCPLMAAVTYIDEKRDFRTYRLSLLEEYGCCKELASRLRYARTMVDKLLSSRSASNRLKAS
EPAC1 antagonist – blocks human EPAC1 exchange factor; EPAC1 GEF assay, Rap1b-BODIPY-GDP exchange fluorescence; Potency, µM (series often up to 115 µM), inactives show at the highest dose activity change, negative = inhibition, most hits filed as inhibitors; actives 0.14% (n = 360,000); AID 720709;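 note: potency is the fitted concentration of half-maximal effect; plate controls were vehicle for no effect and positive control for full effect; nearly all actives have a fitted effect of over 50% in size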
PI5P4K alpha inh – inhibitors of human PI5P4K alpha; PI5P4Kalpha enzyme, ADP-Glo luminescence, 60 min; active compounds read low; max response, %; actives 1.2% (n = 330,000); P48426; AID 652105; active = max response of -50% or lower; inconclusive = between -30% and -50%; inactive = -30% or higher; note: value at the top dose of about 77 µM; % is set by controls: 0 for no effect and ±100 for the full control effect
Target sequence (P48426 whole entry, looked up): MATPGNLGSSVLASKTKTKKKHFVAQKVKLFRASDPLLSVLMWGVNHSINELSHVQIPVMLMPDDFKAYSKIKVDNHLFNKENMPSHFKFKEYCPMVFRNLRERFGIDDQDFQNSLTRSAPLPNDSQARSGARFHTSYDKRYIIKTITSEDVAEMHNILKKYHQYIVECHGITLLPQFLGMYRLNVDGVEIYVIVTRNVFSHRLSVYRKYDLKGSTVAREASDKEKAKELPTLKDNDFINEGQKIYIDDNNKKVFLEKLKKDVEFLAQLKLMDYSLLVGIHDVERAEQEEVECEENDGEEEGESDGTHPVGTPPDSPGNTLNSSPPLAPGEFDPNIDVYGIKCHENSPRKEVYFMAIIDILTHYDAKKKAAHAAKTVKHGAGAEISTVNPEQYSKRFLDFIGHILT
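Compounds were pin-transferred onto PI5P4Kalpha and substrate in HEPES pH 7.4 buffer with EGTA, CHAPS and 5% DMSO. ATP (5 microM final) started the reaction, which ran 60 minutes at room temperature before ADP-Glo detection.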
Mm-Cpn inhibitor – blocks the Methanococcus maripaludis chaperonin Mm-Cpn. purified Mm-Cpn ATPase, ADP Transcreener TR-FRET. Potency, µM (highest dose often 76.9 µM), for inactives: at the top dose activity, negative = inhibition, actives largely listed as inhibitors. actives 0.031% (n = 330,000). AID 504842; note: potency is the fitted concentration of half-maximal effect; % is set by controls: 0 for no effect and ±100 for the full control effect; nearly all actives have a fitted effect of over 80% in size
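Purified archaeal chaperonin (25 nM final) was preincubated with compound for 10 min at 37°C, then ATP (10 uM final) was added for 30 min at 37°C in Tris pH 7.4/KCl/MgCl2/DTT buffer. ADP was quantified by HTRF Transcreener TR-FRET.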
CCT chaperon mod – changes cytosolic chaperonin activity. actives 0.3% (n = 360,000). purified chaperonin ATPase assay, HTRF ADP detection, 30 min. AID 651819. activity change, % (concentration not given with the values), hits read low; in the data active = activity change below about -30%; note: % is set by controls: 0 for no effect and ±100 for the full control effect
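Nucleotide hydrolysis assay: TRiC at 20–40 nM final (set by batch activity) with 10 uM ATP, 30 min at 37 °C, in presence of 76 uM compound. Detection by competitive ADP HTRF, 30 min ambient.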
* hit, by the source's call; ? = inconclusive; . = not tested or not shown; [ ] = dose if it differs, or a comment. Unless noted, calls come from the whole dose curve; as a rule, active = well fitted curve in the direction sought with a large enough effect; inconclusive = small, poorly fitted or top-dose-only effect, or another doubt; inactive = no such curve, though single readings can be large; an effect the other way counts as inactive or inconclusive. Some of the compounds tested; rates above refer to the full screens.

Assay codes: A = EPAC1 ag; B = EPAC2 antagonist; C = WRN inhibitor; D = PLK1 PBD block; E = EPAC1 antagonist; F = PI5P4K alpha inh; G = Mm-Cpn inhibitor; H = CCT chaperon mod
CCN=c1scc(C)n1/N=C/c1ccc(O)c(O)c1O
  A: -14%	B: -2%	C: 22µM*	D: 6.7µM*	E: 45µM*	F: -51*	G: -10%	H: 1.1
CCCCCCc1c(C)nc(-n2[nH]c(C)c(CCO)c2=O)[nH]c1=O
  A: -7%	B: 6%	C: -17%	D: ?	E: -12%	F: -13	G: 1%	H: -3.9
Cc1ccc(C2(CC(=O)N3CCCC3)CCOC(C(C)C)C2)cc1 (centres undefined)
  A: -7%	B: 5%	C: 4%	D: -2%	E: 10%	F: 0	G: 1%	H: 1.3
CC1=NNC(=O)C1Oc1ccccc1 (centres undefined)
  A: 3%	B: 4%	C: 2%	D: 1%	E: 0%	F: 0	G: 0%	H: 0.9
Oc1c(Cl)cc(Cl)cc1CNc1nccs1
  A: 1%	B: -8%	C: -24%	D: 1%	E: 5%	F: 1	G: -2%	H: 1.7
COCCCN1C(=O)C2C(C(=O)Nc3cccc(Cl)c3)C3C=CC2(O3)C1C(=O)NC1CCCCC1 (centres undefined)
  A: 6%	B: -6%	C: 1%	D: -1%	E: -14%	F: 3	G: 0%	H: 0.2
CN(Cc1nc2ccccc2c(=O)[nH]1)C(=O)c1ccc(S(=O)(=O)N2CCCC2)cc1
  A: 5%	B: 9%	C: -4%	D: -4%	E: -11%	F: 2	G: -3%	H: 0.0
COc1ccc(O)cc1CN1CCN(c2ncc(Cc3ccccc3)cn2)CC1
  A: 12%	B: 2%	C: -5%	D: -1%	E: 5%	F: 0	G: .	H: .
CCCc1sc(N)nc1-c1ccc(C)cc1
  A: 15%	B: -2%	C: 9%	D: -14%	E: ?	F: 12	G: -3%	H: -0.2
CC(C)C(NS(=O)(=O)c1cccc2nsnc12)C(=O)N1CCCCC1 (centres undefined)
  A: 4%	B: 16%	C: 13%	D: -8%	E: -6%	F: 2	G: -4%	H: 1.1
O=C1CSC(=S)N1/N=C/c1ccc(C(F)(F)F)cc1
  A: -21%	B: -12%	C: -26%	D: ?	E: -27%	F: ?	G: 0%	H: -1.5
O=C(CCl)N1c2ccccc2Sc2c1ccc1ccccc21
  A: 18%	B: -6%	C: ?	D: ?	E: -6%	F: 22	G: .	H: -3.0
Cc1cc(CNC(=O)Cc2ccccc2)c2ccccc2n1
  A: -3%	B: -2%	C: -9%	D: -13%	E: 3%	F: 1	G: 1%	H: -2.1
CC1CCCN(c2ncnc3c2cnn3-c2ccccc2)C1 (centres undefined)
  A: -13%	B: -9%	C: -4%	D: 2%	E: -10%	F: -3	G: ?	H: -1.0
Cc1cccc2cc(C3CC(c4ccco4)=NN3S(C)(=O)=O)c(Cl)nc12 (centres undefined)
  A: 18%	B: -8%	C: -32%	D: -11%	E: ?	F: -24	G: -7%	H: -2.7

Exported tab-delimited: entries from further up
Molecule	EPAC1 ag	EPAC2 antagonist	WRN inhibitor	PLK1 PBD block	EPAC1 antagonist	PI5P4K alpha inh	Mm-Cpn inhibitor	CCT chaperon mod
Cc1ccc(C2(CC(=O)N3CCCC3)CCOC(C(C)C)C2)cc1 (centres undefined)	-7%	5%	4%	-2%	10%	0	1%	1.3
CC1=NNC(=O)C1Oc1ccccc1 (centres undefined)	3%	4%	2%	1%	0%	0	0%	0.9
Oc1c(Cl)cc(Cl)cc1CNc1nccs1	1%	-8%	-24%	1%	5%	1	-2%	1.7

More records follow.
Assay codes: A = EPAC1 ag; B = EPAC2 antagonist; C = WRN inhibitor; D = PLK1 PBD block; E = EPAC1 antagonist; F = PI5P4K alpha inh; G = Mm-Cpn inhibitor; H = CCT chaperon mod
O=c1c2ccccc2nc2n1CCC2O (centres undefined)
  A: -17%	B: -10%	C: 0%	D: -25%	E: -9%	F: 4	G: .	H: -5.3
COc1ccc(NC(=O)COC(=O)C2CCN(S(=O)(=O)c3cccs3)CC2)cc1OC
  A: 0%	B: 8%	C: 7%	D: -6%	E: 16%	F: 1	G: 0%	H: 0.6
COc1cccc(CNc2ccc3c(c2)CCC3)c1
  A: 11%	B: -3%	C: 4%	D: -17%	E: -5%	F: .	G: -1%	H: -1.6
Cc1cccc(NC(=O)C2CCC(CNC(=O)[C@@H]3Cc4ccccc4CN3)CC2)c1 (some centres undefined)
  A: -17%	B: 3%	C: -1%	D: -7%	E: -4%	F: -4	G: 3%	H: -1.9
CCOC(=O)N1CCN(C(=O)Nc2ccc3nc(-c4ccccn4)c(-c4ccccn4)nc3c2)CC1
  A: -9%	B: 6%	C: 4%	D: -1%	E: 5%	F: 5	G: 0%	H: -3.8
COc1ccc(S(=O)(=O)NC(C)C)cc1C(=O)N1CCOCC1
  A: 7%	B: -1%	C: 6%	D: -29%	E: 1%	F: -10	G: -5%	H: 0.7
O=C1CCCN1C1CCN(Cc2ccccc2)S(=O)(=O)N1 (centres undefined)
  A: 10%	B: 2%	C: 1%	D: -14%	E: -26%	F: 0	G: .	H: -0.6
Cc1ccc(S(=O)(=O)Nc2ccc(F)cc2)cc1C(=O)N1CCOCC1
  A: -8%	B: 12%	C: 5%	D: 1%	E: -5%	F: 6	G: 0%	H: -0.9
CC(C)(C)c1cc2nc(NCCOc3ccccc3)ccn2n1
  A: -4%	B: -6%	C: 3%	D: -10%	E: -16%	F: 5	G: .	H: -2.9
CCOC(=O)N1CCN(C(=O)C2CCN(S(=O)(=O)c3ccc(Cl)cc3)CC2)CC1
  A: 1%	B: -6%	C: 5%	D: -9%	E: 1%	F: 1	G: -1%	H: -1.8
CC(C)c1ccc(NC(=O)CN2C(=O)NC3(CCCCCCC3)C2=O)cc1
  A: -8%	B: -2%	C: -3%	D: 3%	E: -9%	F: 5	G: 2%	H: -0.9
Cc1ccc(Cl)c(OCC(=O)NN2CCN(C)CC2)c1
  A: -6%	B: 0%	C: 5%	D: 24µM*	E: -11%	F: 1	G: -1%	H: -3.8
Oc1ccc(Br)cc1/C=N/N1CCN(Cc2cccc3ccccc23)CC1
  A: 5%	B: 8%	C: -12%[11.6 µM]	D: -2%	E: -12%	F: 8	G: 1%	H: 1.3
CN(c1ccc(O)cc1)c1nc(-c2ccccc2)cs1
  A: 18%	B: -1%	C: 0%	D: -4%	E: -1%	F: 17	G: 2%	H: -1.4
O=C(c1ccccc1)c1cc(Cl)ccc1N1C(=O)C=CC1=O
  A: 5%	B: -7%	C: 14µM*	D: 3µM*	E: -3%	F: -66*	G: 2%	H: 0.9
O=C1CC(c2ccccc2)C(c2ccccc2)=NN1 (centres undefined)
  A: -8%	B: ?	C: -1%	D: 1%	E: 7%	F: -1	G: .	H: -2.6
CN(C)c1ccc(-c2nn3c(-c4cccnc4)nnc3s2)cc1
  A: 6%	B: 1%	C: -15%	D: 4%	E: 18%	F: .	G: -3%	H: -2.6
O=C(O)CC(NC(=O)C(F)(F)F)c1ccc2c(c1)OCO2 (centres undefined)
  A: 6%	B: -12%	C: -3%	D: -1%	E: -10%	F: 8	G: -1%	H: 0.3
COC(=O)/C=C1\S/C(=N\N=C\CC(=O)OC)NC1=O
  A: 2%	B: -8%	C: ?	D: -12%	E: -5%	F: -20	G: -1%	H: -0.9
CNC(=O)/C(C#N)=C/c1c(N(Cc2ccccc2)Cc2ccccc2)nc2c(C)cccn2c1=O
  A: 14%	B: -1%	C: -6%	D: -29%	E: -21%	F: -8	G: -7%	H: -2.7
O=C1Nc2ccc(Cl)cc2C12Nc1ccccc1-c1nnc(SCc3ccccc3F)nc1O2 (centres undefined)
  A: -17%	B: 4%	C: -4%	D: ?	E: -1%	F: -16	G: -8%	H: -0.1
CCC1CCC/C1=N\NC(=O)c1ccccc1Cl (centres undefined)
  A: -3%	B: 1%	C: 4%	D: 2%	E: 24%	F: 3	G: .	H: 0.4
O=c1oc2ccccc2c(Nc2ccccc2)c1CN1CCCCC1
  A: 1%	B: -22%	C: 11%	D: -3%	E: 1%	F: -5	G: 1%	H: -0.6
COC(=O)[C@@]1(Cc2ccc(OC)cc2)[C@H]2c3cc(C(=O)N4CCCC4)n(Cc4ccc(OC(F)(F)F)cc4)c3C[C@H]2CN1C(=O)c1ccccc1
  A: -22%	B: -5%	C: -10%	D: 5%	E: -15%	F: 17	G: .	H: -0.8
CCOc1ccc2c(c1)nc(SCC(=O)c1cccs1)n2C
  A: 4%	B: 2%	C: -28%	D: ?	E: -10%	F: -21	G: 2%	H: 2.4
CC(CCc1ccco1)N(C)S(=O)(=O)c1csc(C(N)=O)c1 (centres undefined)
  A: -20%	B: 2%	C: 6%	D: -10%	E: -8%	F: -6	G: -1%	H: 0.6
COc1cccc(N2CCN(C(=O)c3cccnc3)CC2)c1
  A: 6%	B: -3%	C: 2%	D: -7%	E: -13%	F: 12	G: -2%	H: -1.9
CN(C)S(=O)(=O)c1ccc(S(=O)(=O)NCc2ccc3c(c2)OCO3)cc1
  A: 1%	B: -5%	C: 0%	D: -11%	E: 1%	F: 6	G: 0%	H: 0.4
Cn1c(N)c(C(=O)COC(=O)/C=C/c2ccccc2F)c(=O)n(C)c1=O
  A: -5%	B: 6%	C: -10%	D: 0%	E: -13%	F: 5	G: 1%	H: -2.3
O=C(NN1C(=O)/C(=C/c2cccs2)SC1=S)c1ccncc1
  A: 5%	B: -4%	C: ?	D: -27%	E: -3%	F: -22	G: 2%	H: -0.9
CC(NC(=O)C(=O)NN=C1CCCCCC1)c1ccccc1 (centres undefined)
  A: -3%	B: 3%	C: -15%	D: 1%	E: 4%	F: 2	G: -7%	H: -1.8
O=C(NC1=NCCS1)c1cccc2ccccc12
  A: 4%	B: 11%	C: -26%	D: -8%	E: 11%	F: 4	G: 3%	H: -2.6
CCO/C=C/C(=O)N(C)CCC#N
  A: 7%	B: 10%	C: 1%[57.1 µM]	D: -2%	E: 16%	F: 3	G: -1%	H: -1.8

Three of the compounds above, with values under each structure:
Values run as follows: EPAC1 ag | EPAC2 antagonist | WRN inhibitor | PLK1 PBD block | EPAC1 antagonist | PI5P4K alpha inh | Mm-Cpn inhibitor | CCT chaperon mod
> CN(C)c1ccc(-c2nn3c(-c4cccnc4)nnc3s2)cc1
→ 6% | 1% | -15% | 4% | 18% | . | -3% | -2.6
> O=C(O)CC(NC(=O)C(F)(F)F)c1ccc2c(c1)OCO2 (centres undefined)
→ 6% | -12% | -3% | -1% | -10% | 8 | -1% | 0.3
> COC(=O)/C=C1\S/C(=N\N=C\CC(=O)OC)NC1=O
→ 2% | -8% | ? | -12% | -5% | -20 | -1% | -0.9
